Glyco luc inh: N-linked glycosylation inhibition | reporter increase, % at 12.5 µM | D54 ERlucT glycosylation luciferase reporter, 24 h; percent of 100 nM tunicamycin response | 0.23% of 360,000 active | AID 588692;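 active = mean luciferase reporter signal, scaled so untreated is 0 and the glycosylation-blocking control 100, at or above a set limit in every replicate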;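 also: luciferase carries N-glycosylation sites so blocking glycosylation raises the light; 0% = median of neutral control wells and 100% = median of 100 nM tunicamycin wells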
CaV13 FRET inh: Primary screen for inhibitors of IQ motif and Ca2+-dependent inactivation inhibitor domain binding in CACNA1D, Förster resonance energy transfer in living cells, … | HEK cells, CFP/YFP FRET ICDI-IQ, plate reader, 10 min; percent FRET-ratio fall versus neutral wells | inhibition, % at 12.3 µM | 0.098% of 340,000 active;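 active = mean replicate inhibition of at least 30% and at least 1% of replicates passing that level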;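 also: 0% = median of the neutral control wells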
Cardio protect: myocardial damage modulation in H9c2 cells | H9c2 cardiomyocytes, H2O2 injury protection, ATPLite, 2 h | AID 588492 | protection from H2O2 cell death, % at 20 µM | 0.63% of 360,000 active;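 active = compounds giving at least 50% protection of heart cells from peroxide-induced death in the single-dose screen, raw or plate-pattern-corrected value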;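 also: 0% = DMSO wells with peroxide and 100% = DMSO wells without peroxide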
Granule exo inh: lytic granule exocytosis inhibition; inhibition, % at 10 µM; TALL-104 LAMP-1 surface exposure, flow cytometry; cells stimulated with thapsigargin and PMA; 0.66% of 360,000 active;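 active = inhibition above about 55%, limit read from the data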
m5-HT2A agonist: activates the mouse 5-HT2A serotonin receptor. P35363. CHO-K1 mHTR2A beta-arrestin complementation, luminescence; percent of 30 µM serotonin response. activation, % at 7.6 µM. 0.66% of 360,000 active;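 active = activation above a run cutoff, the mean activation of all tested compounds plus 3 SD, cut at about 14% in these data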;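 also: 0% = plate median of compound wells and 100% = 30 µM serotonin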
Target sequence (P35363 whole entry, looked up): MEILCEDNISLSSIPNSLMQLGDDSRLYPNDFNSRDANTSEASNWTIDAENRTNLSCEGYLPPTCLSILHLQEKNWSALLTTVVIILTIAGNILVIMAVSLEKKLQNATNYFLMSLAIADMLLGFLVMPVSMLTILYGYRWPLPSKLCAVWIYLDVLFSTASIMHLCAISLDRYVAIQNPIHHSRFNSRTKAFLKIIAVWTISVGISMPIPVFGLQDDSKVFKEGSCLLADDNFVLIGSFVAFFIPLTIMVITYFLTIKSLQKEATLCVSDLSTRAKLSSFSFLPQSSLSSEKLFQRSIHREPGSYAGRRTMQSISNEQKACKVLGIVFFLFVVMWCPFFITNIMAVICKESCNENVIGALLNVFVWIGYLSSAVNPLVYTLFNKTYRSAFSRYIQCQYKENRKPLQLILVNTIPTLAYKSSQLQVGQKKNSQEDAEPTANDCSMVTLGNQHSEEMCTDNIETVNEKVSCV
ABCB6 inh MLPCN: human ABCB6 transporter inhibition | Q9NP58 | K562-ABCB6 porphyrin accumulation, flow cytometry, 1 h; stronger effect = lower value | fluorescence ratio to DMSO, % at 10 µM | 0.19% of 360,000 active | AID 602162;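 active = fluorescence ratio to DMSO below 75%, the collection mean minus 3 SD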;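 also: signal is porphyrin accumulated inside mitochondria; 100% equals median channel fluorescence of DMSO control wells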
PDI inh: blocks human protein disulfide isomerase activity. P07237. inhibition, % at 10 µM. AID 588391. PDI insulin aggregation turbidity, A650, 90 min. 0.052% of 350,000 active;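 active = mean inhibition across replicates of 30% or more, whatever share of single replicates reach that level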;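 also: absorbance from insulin aggregation driven by PDI reduction with DTT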
Target sequence (P07237 whole entry, looked up): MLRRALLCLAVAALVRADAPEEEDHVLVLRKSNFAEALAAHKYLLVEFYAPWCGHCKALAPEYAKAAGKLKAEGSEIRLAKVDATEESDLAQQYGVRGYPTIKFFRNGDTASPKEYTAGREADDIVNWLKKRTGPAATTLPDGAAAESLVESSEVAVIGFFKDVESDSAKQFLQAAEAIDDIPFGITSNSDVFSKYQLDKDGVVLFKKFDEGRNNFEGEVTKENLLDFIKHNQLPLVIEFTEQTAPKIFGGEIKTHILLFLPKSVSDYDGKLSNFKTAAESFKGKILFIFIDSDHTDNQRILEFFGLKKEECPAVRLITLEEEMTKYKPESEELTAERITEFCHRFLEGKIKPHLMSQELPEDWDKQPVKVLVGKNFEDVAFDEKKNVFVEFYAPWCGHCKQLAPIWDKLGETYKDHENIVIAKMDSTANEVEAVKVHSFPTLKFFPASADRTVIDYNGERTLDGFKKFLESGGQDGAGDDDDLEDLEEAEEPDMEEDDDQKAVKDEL
iPSC survival up: hiPSC single-cell survival enhancement. ATPlite luminescence; 100% = ROCK inhibitor wells, 0% = DMSO. survival enhancement, % at 20 µM. 0.044% of 360,000 active; in the data active = survival enhancement above about 18%;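 also: cells exposed to compounds for 16 hours before the ATP read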
Vif imaging: blocks HIV Vif function; HEK293T cells, Vif self-association by quenched fluorescence, imaging, 24 h; inhibition, % at 7.49 µM; 0.35% of 340,000 active; AID 602346; in the data active = inhibition above about 50%, passing the limit was not always enough; also: some results filed as inactive read as strong as hits
aDG glyco up: alpha-DG glycosylation activation; Pro5-aDG cells, alpha-DG glycosylation AlphaScreen (IIH6); 0% Pro5, 100% B10-LARGE cell signal; activation, % at 10 µM; 0.22% of 360,000 active; AID 624168;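 active = activation of at least 8% versus controls, or a plate z-score of at least 8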;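 also: Pro5 are CHO cells carrying HIG-tagged alpha-DG that lacks glycosylation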
The depositor's hits bear a star; . = not tested or not shown.

SMILES	Glyco luc inh	CaV13 FRET inh	Cardio protect	Granule exo inh	m5-HT2A agonist	ABCB6 inh MLPCN	PDI inh	iPSC survival up	Vif imaging	aDG glyco up
CCCCCn1c(CN2CCCCC2CC)nc2c1c(=O)n(C)c(=O)n2C (stereo not given)	-2.9	-3.5	1.5	-7.2	4.9	97.0	.	-2.0	-9.6	0.3
CSc1ccccc1NC(=O)CN1C(=O)C2CC=CCC2C1=O (stereo not given)	-1.8	-4.8	1.1	-0.2	-5.0	100.0	3.5	-0.4	.	-0.3
CCOc1ccc2nc(NCCNC(=O)c3cc(OC)c(OC)c(OC)c3)c(C#N)cc2c1	1.6	-19.2	8.6	4.9	8.0	102.0	-3.5	-0.2	-2.2	0.3
O=C(O)COc1ccc2occ(C(=O)c3ccccc3)c2c1	0.2	.	3.9	0.1	3.9	91.0	-1.8	-2.7	0.3	0.0
COc1cc(C(=O)N2CCN(C(=O)c3ccco3)CC2)c([N+](=O)[O-])cc1OC	1.5	-2.3	8.8	15.8	-2.4	103.0	2.9	2.4	3.6	-0.2
CN(C(=O)CC1C(=O)NCCN1Cc1cccc(F)c1F)C1CC(C)(C)NC(C)(C)C1 (stereo not given)	.	-3.1	-2.6	0.2	-6.6	104.0	1.1	-0.3	.	0.0
Brc1ccccc1C1=Nn2c(nnc2-c2ccco2)SC1	1.3	-2.8	4.4	-4.0	-2.5	98.0	-3.9	2.4	-1.7	0.0
CC1(C)Cc2noc(N)c2C(C)(C)N1OC(=O)c1ccccc1	-1.7	-2.4	7.5	1.6	2.8	93.0	1.1	2.3	-5.7	0.0
C/C(=N\NC(=S)NC1CCCCC1)c1ccc(C#N)cc1	1.0	-2.7	2.5	-0.5	2.0	97.0	-6.1	0.4	-11.7	0.4
COc1cc(CCC(=O)N2CCN(c3ccccc3Cl)CC2)cc(OC)c1OC	0.2	-4.3	-3.3	-4.7	3.9	95.0	-4.0	1.1	-4.2	0.0
COC(=O)c1ccccc1NC(=O)CNCCc1ccc(OC)c(OC)c1	2.7	-5.2	0.3	-1.4	-2.8	99.0	4.4	0.1	-5.1	0.2
COc1cc2cc(C(=O)NCCc3c[nH]c4ccccc34)c(N)nc2cc1OC	.	-8.1	.	-2.7	6.5	154.0	.	-0.6	.	0.5
Cc1ccc(NC(=O)CC(N)=S)cc1	2.8	-15.8	-3.9	-8.5	-3.5	103.0	0.5	-0.7	-10.9	0.3
O=C(CC1C[C@H](C(=O)N2CCOCC2)[C@@]2(CCC3CCCC3)c3[nH]c4ccccc4c3CCN2C1=O)NCCc1ccccn1 (stereo not given in full)	4.7	-5.3	-1.0	-4.5	0.2	103.0	6.6	-1.1	-0.2	0.1
CC(C)Oc1ccc(S(=O)(=O)N2CCOCC2)cc1NC(=O)C1CCC1	5.8	-7.0	-0.2	2.0	-1.9	103.0	-1.7	-0.4	-2.5	0.2
O=C(O)[C@H]1CCCN1S(=O)(=O)c1cccc2cccnc12	0.2	-10.5	1.5	-6.6	1.7	98.0	4.3	0.7	-13.9	0.0
Cc1ccc(NS(=O)(=O)c2ccc(Cl)c(C(=O)Nc3cccc(C(=O)O)c3)c2)cc1	2.6	-19.6	-4.9	-3.7	-2.6	95.0	5.1	-0.3	25.3	-0.2
O=C(NC(=S)Nc1ccccc1C(=O)O)c1cncc(Br)c1	1.3	-20.0	-0.6	-2.9	-3.6	98.0	0.5	1.1	-11.2	0.1
c1ccc(Cn2c(-c3ccco3)nc3nc4ccccc4nc32)cc1	-3.0	-4.5	0.5	-0.5	-0.3	110.0	-6.7	-1.2	3.9	0.0
COc1ccccc1-c1nc2cc(Cl)ccc2c(=O)n1O	-0.5	-1.7	-3.3	5.3	9.6	96.0	9.0	-0.3	2.3	0.0

Entries of single compounds, looked up by structure. Order of screens: Glyco luc inh | CaV13 FRET inh | Cardio protect | Granule exo inh | m5-HT2A agonist | ABCB6 inh MLPCN | PDI inh | iPSC survival up | Vif imaging | aDG glyco up
CC(C)Oc1ccc(S(=O)(=O)N2CCOCC2)cc1NC(=O)C1CCC1 in the list: 5.8 | -7.0 | -0.2 | 2.0 | -1.9 | 103.0 | -1.7 | -0.4 | -2.5 | 0.2
Cc1ccc(NC(=O)CC(N)=S)cc1 in the list: 2.8 | -15.8 | -3.9 | -8.5 | -3.5 | 103.0 | 0.5 | -0.7 | -10.9 | 0.3
O=C(CC1C[C@H](C(=O)N2CCOCC2)[C@@]2(CCC3CCCC3)c3[nH]c4ccccc4c3CCN2C1=O)NCCc1ccccn1 (stereo not given in full) in the list: 4.7 | -5.3 | -1.0 | -4.5 | 0.2 | 103.0 | 6.6 | -1.1 | -0.2 | 0.1
Cc1ccc(NS(=O)(=O)c2ccc(Cl)c(C(=O)Nc3cccc(C(=O)O)c3)c2)cc1 in the list: 2.6 | -19.6 | -4.9 | -3.7 | -2.6 | 95.0 | 5.1 | -0.3 | 25.3 | -0.2

(more compounds)
SMILES	Glyco luc inh	CaV13 FRET inh	Cardio protect	Granule exo inh	m5-HT2A agonist	ABCB6 inh MLPCN	PDI inh	iPSC survival up	Vif imaging	aDG glyco up
CC1(C)Cc2ccccc2-c2[nH]c(=S)[nH]c(=O)c21	0.8	-5.8	9.1	0.0	4.5	97.0	-0.7	-0.8	-7.8	0.0
CSc1ccccc1C(=O)NCc1ccccc1C	-1.5	0.8	4.7	-3.6	-2.0	99.0	4.9	-0.1	9.9	-0.2
CN(Cc1ccccc1)C(=O)COC(=O)CN1C(=O)c2ccccc2C1=O	-0.6	-2.3	5.0	1.8	-1.0	99.0	20.6	2.5	-5.4	-0.2
Cc1ccc(C(=O)N(NC2=NS(=O)(=O)c3ccccc32)S(=O)(=O)c2ccc(C)cc2)cc1	-1.6	.	-4.8	8.1	0.3	102.0	1.1	1.2	8.0	-0.4
CC(Sc1nnc(C2CC2)n1C1CC1)C(=O)Nc1cccc(S(=O)(=O)N2CCOCC2)c1 (stereo not given)	-0.7	-2.1	2.4	-3.9	-1.0	104.0	-1.3	1.2	5.6	0.0
CCOC(=O)c1cc(-c2ccccc2)nc2ccc(C)cc12	0.7	-2.0	-12.2	18.9	3.3	95.0	5.2	-0.6	-2.7	-0.1
Cc1ccc(C(=O)c2ccc(CC(=O)O)n2C)cc1	-1.0	-4.6	4.6	-3.0	-0.2	99.0	2.5	-1.2	-2.8	-0.2
CCn1c(=O)n(Cc2ccco2)c(=N)c2c3c(sc21)COC(C)(C)C3	3.4	-6.4	-4.4	-4.6	-3.4	99.0	-4.4	-3.7	17.3	0.1
COc1ccc(NC(=O)N(C)C[C@H]2Oc3c(NC(=O)c4ccncc4)cccc3C(=O)N([C@H](C)CO)C[C@@H]2C)cc1	2.7	-10.9	4.9	-5.6	4.1	101.0	-0.6	0.0	-5.2	-0.1
O=C(CN1CCN(c2ccccc2O)CC1)Nc1ccccc1C(=O)NCCc1ccccc1	-9.8	-5.3	31.8	6.9	-1.5	95.0	-3.4	0.8	-3.8	0.0
CC(C)(C)C1(O)CC(C(F)(F)F)=NN1C(=O)CCCc1ccccc1 (stereo not given)	-2.2	-4.7	-3.5	1.6	6.0	96.0	-5.7	3.7	-6.4	0.7
COc1cc2c3c(c1)c(C1=NC(=S)NC1=O)c(O)n3C(C)(C)C=C2C	2.0	-6.2	6.1	17.7	-0.6	98.0	-4.7	0.9	-14.9	-0.8
COc1ccc(OC)c(NC(=O)CSc2nc3ccccc3c(=O)n2CCNC(C)=O)c1	2.9	-5.2	4.9	-0.3	-0.7	97.0	6.5	-0.9	-1.2	0.0
N#Cc1cccc(NC(=O)CN2C(=O)NC3(CCCCCC3)C2=O)c1	3.8	-6.5	9.1	7.2	8.1	96.0	-6.8	1.3	20.1	0.3
COC(=O)c1ccccc1NC1=C/C(=N\S(=O)(=O)c2ccc(C(=O)O)cc2)c2ccccc2C1=O	-1.0	.	-17.0	-10.6	3.9	100.0	-14.5	1.7	-4.7	0.1
COc1ccc(-c2noc(CCC(=O)N3CCN(c4ccc(Br)cc4)CC3)n2)cc1	3.2	-9.3	-9.5	-3.4	4.2	101.0	-9.7	-2.3	-25.6	-0.1
O=C(O)c1ccc(S(=O)(=O)c2ccccc2)s1	1.0	-10.6	-1.0	0.4	2.4	98.0	-4.8	3.9	1.6	-0.1
COc1ccc(Oc2ccc(N/C=C3/CCCC3=O)cc2)cc1	-3.9	-2.8	-8.0	-1.9	-1.9	96.0	-7.8	0.3	-14.6	0.0
CC(=O)NCCn1c(SCC(=O)Nc2ccc(C)cc2)nc2ccccc2c1=O	0.7	-4.8	3.5	-2.7	1.3	101.0	-6.8	-0.3	3.9	-0.2
COc1cccc(-c2nc(CS(=O)(=O)CC(=O)Nc3ccccc3Br)c(C)o2)c1	-0.7	-2.7	1.3	-1.4	-0.1	103.0	-8.7	0.3	-5.2	0.2
O=S(=O)(c1ccc2ccccc2c1)N1CCCCCC1	-4.3	9.3	-4.8	-3.5	-1.9	101.0	1.0	1.6	2.0	0.4
CCCC(=O)Nc1cc2c(cc1C(C)=O)OCCO2	2.8	-5.8	2.0	0.5	1.1	103.0	3.6	-0.5	-1.5	-0.1
O=C1CCC(C(=O)NC2(C(=O)NC3CCCCC3)CCCCC2)N1 (stereo not given)	2.3	-4.8	-0.6	-1.7	-1.2	91.0	11.8	-1.0	6.4	0.0
COc1ccc(-c2cnnc(N/N=C/c3ccc(-c4ccc([N+](=O)[O-])cc4)o3)n2)cc1	10.0	-0.1	19.0	-1.2	-0.2	128.0	3.3	-1.1	-7.8	-0.4
O=C(C1CCCN(S(=O)(=O)c2cccnc2)C1)N1CCN(c2ccccn2)CC1 (stereo not given)	1.5	-5.3	-4.6	1.7	-1.9	103.0	.	1.5	-1.1	0.1
NC(=O)c1nnn(-c2ccc([N+](=O)[O-])cc2)c1-c1ccccc1	0.7	10.1	-2.3	1.8	3.4	105.0	7.0	0.0	-7.0	0.0
COc1ccc(-c2n[nH]c(C)c2-c2ccc(Cl)cc2)c(O)c1	-5.4	-5.0	-25.1	3.0	7.2	104.0	5.4	5.4	-12.4	0.4
CCOc1ccc(C(=O)NCC(=O)NCC(c2ccc(OC)cc2)N2CCOCC2)cc1OCC (stereo not given)	1.6	-7.2	3.4	-3.8	-3.2	94.0	4.8	0.4	7.1	0.0
CCCOc1c(Cl)cc(/C=N/O)cc1OCC	-2.1	.	-1.8	-5.2	7.2	97.0	14.9	7.3	6.8	0.1
CCCn1c(=O)c(C(=O)Nc2ccccc2)c(O)c2ccccc21	2.0	-1.5	57.3*	3.2	-1.9	106.0	8.1	4.2	9.1	-0.3
Cc1cccc(C)c1Nc1c(-c2ccc(N3CCOCC3)cc2)nc2ncccn12	0.2	-9.5	2.0	1.1	-5.5	99.0	-12.3	5.6	12.4	-0.2
Cc1ccc(-n2nc3c(c2NC(=O)c2ccc4c(c2)OCO4)CS(=O)(=O)C3)cc1	0.0	-14.2	3.0	-2.5	1.3	94.0	9.8	-0.3	-6.3	-0.1
Cn1c(=O)c2c(nc(N3CCOCC3)n2CC(=O)C23CC4CC(CC(C4)C2)C3)n(C)c1=O	2.8	-5.4	7.3	-5.1	2.8	98.0	-3.5	-1.0	-3.1	0.1
COc1ccc(OCc2cc(C(=O)N3CCSCC3)no2)c(Cl)c1	.	-9.9	-6.9	-3.9	-0.4	99.0	7.4	-0.3	.	0.1
COc1ccc(S(=O)(=O)NC(C)C)cc1-n1cnnn1	1.5	-2.5	-3.2	-0.5	4.9	97.0	-2.0	1.7	14.7	-0.1
COc1ccc2[nH]c3c(=O)n(CCCCC(=O)N4CCCC4)c(=S)[nH]c3c2c1	-1.9	-8.3	5.8	-1.1	-3.1	93.0	-0.2	-0.3	-4.8	-0.1
O=C(NCc1ccccc1)c1cccc2c(-c3ccc(F)c(F)c3)coc12	-2.1	.	-0.8	-5.9	-7.3	96.0	5.3	-1.4	2.9	0.1
